# Wnt act: Wnt/beta-catenin pathway activation; Wnt/beta-catenin reporter cell assay, activator, plate reader; activation, % at 9.35 µM; hit rate 1.2% among 300,000; AID 743398; in the data active = activation above about 30%, passing the limit was not always enough;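 also: 0% = neutral control wells and 100% = positive control wells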
# C-LANA FP: KSHV C-LANA DNA binding inhibition; MBP-C-LANA/FAM-LBS DNA binding, fluorescence polarization; inhibition, % at 9 µM; hit rate 0.078% among 340,000;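 active = highest replicate inhibition at or above 60% at 9 µM, even if other replicates fall short; inactive = all replicates below 60% inhibition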;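 also: 0% = neutral control wells and 100% = 4 µM acridine orange control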
# Keap1 Nrf2 FP: Keap1-Nrf2 (human) interaction inhibition. Keap1 Kelch-Nrf2 peptide fluorescence polarization, 1536-well. inhibition, % at 9.4 µM. hit rate 0.15% among 340,000. AID 504523; in the data active = inhibition above about 12%;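 also: human Keap1 Kelch domain with fluorescein labeled Nrf2 9mer peptide probe; 0% = neutral control wells and 100% = peptide positive control; higher means more block of Keap1 binding to Nrf2 peptide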
# OPRM1-OPRD1 inv: inverse agonists of human mu-delta opioid receptor heterodimerization. P35372+P41143. cell-based MOR-DOR heterodimer luminescence, inverse agonism. inhibition, % at 9.3 µM. hit rate 0.21% among 340,000; in the data active = inhibition above about 22%, passing the limit was not always enough;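 also: 0% = cells with DMSO and 100% = wells without cells with DMSO; values of inactives mirror those of a sister screen read the other way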
# OPRM1-OPRD1 ag: OPRM1-OPRD1 heterodimerization agonism; P35372+P41143; cells, luminescence; activation, % at 9.3 µM; hit rate 0.3% among 340,000; AID 504326; in the data active = activation above about 18%;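 also: 0% = vehicle-treated cells and 100% = reference agonist; values of inactives mirror those of a sister screen read the other way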
# Cardiac RTF inh: cardiac RTF calcium desensitization. P19429+P45379. IANBD-labeled cardiac RTF, Ca2+ fluorescence. inhibition, % at 7.15 µM. hit rate 0.12% among 340,000. AID 493244;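 active = inhibition above the mean inhibition of all tested compounds plus 3 SD, cut at about 17% in these data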;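 also: assay run at fixed EC70 calcium of 1.6 mM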
# Pemphigus Ab inh: inhibitors of pemphigus antibody binding to human desmoglein-3; DSG3-coupled beads, scFv-anti-DSG3-GFP binding, flow cytometry; active compounds read low; binding (percent of control), % at 10 µM; hit rate 0.48% among 310,000;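 active = binding more than 3 SD below its plate's average and above zero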;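 also: hits lower antibody fragment binding to DSG3; some compounds called inactive have numbers as strong as hits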
# Target sequence (P32926 whole entry, looked up, the tested form may be a part): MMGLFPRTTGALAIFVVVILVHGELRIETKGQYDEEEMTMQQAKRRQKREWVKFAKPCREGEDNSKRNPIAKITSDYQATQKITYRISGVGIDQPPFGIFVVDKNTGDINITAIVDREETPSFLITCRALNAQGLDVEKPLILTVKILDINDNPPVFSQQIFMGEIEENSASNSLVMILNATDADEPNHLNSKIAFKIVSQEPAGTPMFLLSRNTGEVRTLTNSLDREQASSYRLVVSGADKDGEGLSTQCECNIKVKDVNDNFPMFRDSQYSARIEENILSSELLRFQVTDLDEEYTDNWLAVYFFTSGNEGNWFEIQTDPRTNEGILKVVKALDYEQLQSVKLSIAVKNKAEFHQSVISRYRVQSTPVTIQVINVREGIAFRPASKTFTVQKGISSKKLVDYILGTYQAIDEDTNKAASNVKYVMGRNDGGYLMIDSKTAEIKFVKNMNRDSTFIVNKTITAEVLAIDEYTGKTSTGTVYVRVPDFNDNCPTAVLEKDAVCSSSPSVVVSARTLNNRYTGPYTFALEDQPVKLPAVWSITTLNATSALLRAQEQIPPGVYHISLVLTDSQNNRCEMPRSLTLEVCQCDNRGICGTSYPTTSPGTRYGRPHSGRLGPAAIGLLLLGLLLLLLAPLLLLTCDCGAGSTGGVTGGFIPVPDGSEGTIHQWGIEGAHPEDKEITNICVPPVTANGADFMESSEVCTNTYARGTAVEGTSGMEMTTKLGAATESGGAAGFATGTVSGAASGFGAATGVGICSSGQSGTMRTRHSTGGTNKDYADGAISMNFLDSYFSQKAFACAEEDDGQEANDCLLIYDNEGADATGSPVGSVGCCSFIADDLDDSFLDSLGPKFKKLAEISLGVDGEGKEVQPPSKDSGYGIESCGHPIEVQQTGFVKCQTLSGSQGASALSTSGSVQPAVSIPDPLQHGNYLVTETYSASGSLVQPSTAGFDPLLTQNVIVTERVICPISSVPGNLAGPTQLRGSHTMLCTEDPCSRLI
# V-ATPase pH: regulators of yeast V-ATPase proton transport; S. cerevisiae, pHLuorin cytosolic pH fluorescence; response, % at 10 µM; hit rate 0.37% among 350,000; AID 504577; in the data active = response mostly above about 7.3%, no sharp cut-off; inactive = mostly below about 5.4%; also: actives read high; inactives centre near 0; some compounds called inactive have numbers as strong as hits; reference of the scale not given here
# Arr AP2 block: blocks beta-arrestin peptide binding to AP2 adaptin; AID 504490; inhibition, % at 10 µM; FITC-arrestin peptide / GST-AP2 beads, flow cytometry; AP2 beta2 appendage carries R879A mutation; hit rate 0.31% among 340,000;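 active = inhibition above a set limit, near 3 SD of compounds lacking own fluorescence, cut at about 54% in these data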;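 also: plate controls were DMSO wells for no effect and 5 µM unlabelled arrestin peptide for full effect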
#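 Measured by: flow cytometry, FL1 (488/535 nm); Material: AP2 appendage R879A on GSH beads; Evaluation: percent response; Timing: pre-incubation 12 min, peptide binding 1 h, room temperature; Also added: 50 nM FITC-arrestin peptide; Medium: PBS with 0.05% Tween 20 and 0.1% BSA.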
# RTF Ca sens act: cardiac RTF calcium sensitization. hit rate 0.24% among 340,000. IANBD-labeled TnC RTF fluorescence at EC20 calcium; 0% EC20 calcium, 100% full calcium. activation, % at 7.2 µM. P19429+P45379;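 active = activation above the mean over all tested compounds plus 3 SD, cut at about 30% in these data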;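 also: rise in fluorescence read as greater calcium sensitivity of cardiac thin filaments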
# * hit, by the source's call; nt = not tested or not shown.
# Sample of the layout:
SMILES,Wnt act,C-LANA FP,Keap1 Nrf2 FP,OPRM1-OPRD1 inv,OPRM1-OPRD1 ag,Cardiac RTF inh,Pemphigus Ab inh,V-ATPase pH,Arr AP2 block,RTF Ca sens act
C=CCNC(=O)c1nc2ccccc2s1,22,-1.5,-1,4,-0.8,-7,89,-4,-5,2
Cc1cccc(N2C(=O)/C(=C/c3cccnc3)SC2=S)c1,1,1.0,-1,1,-0.1,-2,104,-1,30,3

# Main list, from the start:
SMILES,Wnt act,C-LANA FP,Keap1 Nrf2 FP,OPRM1-OPRD1 inv,OPRM1-OPRD1 ag,Cardiac RTF inh,Pemphigus Ab inh,V-ATPase pH,Arr AP2 block,RTF Ca sens act
C=CCNC(=O)c1nc2ccccc2s1,22,-1.5,-1,4,-0.8,-7,89,-4,-5,2
Cc1cccc(N2C(=O)/C(=C/c3cccnc3)SC2=S)c1,1,1.0,-1,1,-0.1,-2,104,-1,30,3
O=C(NC(=S)Nc1cc(C(F)(F)F)ccc1Cl)c1ccccc1,nt,-0.8,-5,-12,2.1,-3,110,3,0,5
CN(Cc1ccccc1)C(=O)c1cccc(NC(=O)c2ccco2)c1,nt,2.3,-5,16,-3.8,-5,108,-2,-3,2
CCCCNC(=O)c1onc(CSc2ccc(F)cc2)c1C(=O)O,2,2.2,-7,-20,3.5,1,107,5,9,8
Cc1c(OCC(=O)N2CCN(c3ccccc3)CC2)ccc2c3c(c(=O)oc12)CCCC3,-1,-1.5,-4,11,-2.2,-3,99,0,11,-4
COc1ccc(OC)c(C(=O)c2c(C)oc3cc([N+](=O)[O-])c(O)c([N+](=O)[O-])c23)c1,4,-0.7,0,16,-3.0,11,103,0,-1,-3
CN1C(=O)C(C)(C)c2cc(S(=O)(=O)N3CCCC(C(=O)NCc4ccccc4Cl)C3)ccc21 (centres undefined),-5,-0.8,4,-1,0.2,-6,100,-2,7,-6
CC(=O)NCCNC(=O)c1cc(-c2cccc3ccccc23)nc2ccccc12,-2,2.2,6,5,-1.0,4,nt,-2,60*,-3
Cc1ccc(S(=O)(=O)N2CCOCC2)cc1NCC(=O)Nc1ccc(OC(F)(F)F)cc1,-6,-2.4,-2,11,-2.3,-1,nt,-1,-4,1
CC1Cc2ccccc2N1C(=O)c1ccc(F)c(S(=O)(=O)N2CCOCC2)c1 (centres undefined),-1,-0.5,1,16,-3.5,4,88,4,-7,-4
Cc1[nH]c2ccccc2c1Cc1nnc(SCc2ccccc2)o1,-1,0.8,-3,2,-0.4,-7,113,2,1,9
CCCC(=O)NC(NC(=S)Nc1ccc(N=Nc2ccccc2)cc1)C(Cl)(Cl)Cl (centres undefined),-8,1.3,3,-8,1.3,-22,98,2,-4,4
CC(=O)Nc1ccc(NC(=O)Cn2c(-c3ccc(F)cc3)cnc2SCC(=O)Nc2c(C)cccc2C)cc1,-1,1.2,-3,11,-2.2,4,101,-3,10,-3
Cn1c(Nn2cnnc2)nc2ccccc21,nt,-0.5,-4,-1,0.1,-7,88,1,-3,-3
Cc1cc(NC(=O)COC(=O)CSc2nc3cc(Cl)ccc3n2Cc2ccccc2)no1,nt,0.1,-3,10,-1.6,-8,nt,0,23,0
COc1cc(/C=C/C(=O)OCC(=O)Nc2cc(S(=O)(=O)N3CCOCC3)ccc2Cl)cc(OC)c1OC,-3,3.7,-5,14,-2.6,-1,115,1,4,-2
CC1=C(C(=O)c2ccccc2)C(c2ccc(OC(F)F)cc2)NC(=S)N1 (centres undefined),-3,1.1,4,11,-1.9,1,100,-1,-7,-1
COc1ccc(S(=O)(=O)N(C)C[C@H]2Oc3ccc(NC(=O)NC4CCCCC4)cc3C(=O)N([C@H](C)CO)C[C@@H]2C)cc1,-2,-0.3,4,-2,0.4,-11,103,-8,25,-2
c1ccc(Cn2c3ccccc3c3nnc(SCCN4CCCCC4)nc32)cc1,3,nt,nt,nt,nt,nt,99,2,13,nt

# Three entries drawn at random from the list so far:
SMILES,Wnt act,C-LANA FP,Keap1 Nrf2 FP,OPRM1-OPRD1 inv,OPRM1-OPRD1 ag,Cardiac RTF inh,Pemphigus Ab inh,V-ATPase pH,Arr AP2 block,RTF Ca sens act
CC1=C(C(=O)c2ccccc2)C(c2ccc(OC(F)F)cc2)NC(=S)N1 (centres undefined),-3,1.1,4,11,-1.9,1,100,-1,-7,-1
COc1ccc(S(=O)(=O)N(C)C[C@H]2Oc3ccc(NC(=O)NC4CCCCC4)cc3C(=O)N([C@H](C)CO)C[C@@H]2C)cc1,-2,-0.3,4,-2,0.4,-11,103,-8,25,-2
Cc1cccc(N2C(=O)/C(=C/c3cccnc3)SC2=S)c1,1,1.0,-1,1,-0.1,-2,104,-1,30,3

# Following part.
SMILES,Wnt act,C-LANA FP,Keap1 Nrf2 FP,OPRM1-OPRD1 inv,OPRM1-OPRD1 ag,Cardiac RTF inh,Pemphigus Ab inh,V-ATPase pH,Arr AP2 block,RTF Ca sens act
CN(C(=O)C1CCCO1)c1nnc(-c2ccncc2)s1 (centres undefined),-2,-1.0,3,12,-2.1,-4,80,0,-2,4
COc1ccc(N=CC2=C(O)c3ccccc3C2=O)c(OC)c1,1,-1.8,2,-16,3.9,-4,nt,-1,5,-5
CCn1c(SCC(=O)Nc2cc(C)on2)nnc1-c1ccco1,0,1.2,-7,3,-0.5,2,93,0,1,11
COCCCNC(=O)[C@H](CSCc1ccccc1)N1Cc2ccccc2C1=O,0,-0.3,0,11,-2.1,2,97,3,9,0
CCn1c(C)nc2cc(C(=O)N/N=C/c3ccc(O)cc3)ccc21,1,1.2,-2,4,-0.8,12,nt,-1,11,5
CC12CCC(C/C1=N/O)C2(C)CBr (centres undefined),-1,-0.4,-6,1,-0.3,0,nt,-3,1,6
CCN1CCN(C(=O)c2ccc(OCC(=O)Nc3ccc(F)cc3)c(OC)c2)CC1,-1,0.8,-1,16,-3.2,3,102,3,32,0
FC(F)(F)c1ccc(Sc2nnc(-c3cccs3)n2CC2CCCO2)nc1 (centres undefined),-3,-2.0,-3,14,-2.2,-26,nt,2,7,-5
Cn1c(=NC(=O)C2CC2)sc2cc(F)cc(F)c21,8,1.2,-3,2,-0.4,3,101,0,-3,-2
C=CCN(Cc1ccc(OC)c(OC)c1)C(=O)c1cc2cc(F)ccc2[nH]1,2,-1.6,0,-6,1.2,-8,89,-5,35,-10
O=C(Cc1ccccc1)Nc1ccc(-c2nnc(-c3ccco3)o2)cc1,nt,0.7,1,-68,12,-3,90,0,0,1
O=c1nc(N2CCCC2)nc(Nc2ccccc2)[nH]1,-2,3.6,-3,-10,1.9,-14,83,-68,2,1
CC1CCCN(Cc2c(O)ccc3c4c(c(=O)oc23)CCCC4)C1 (centres undefined),-1,0.0,2,15,-3.1,2,102,1,-2,4
CC1CCCC(NC(=O)CSc2ncccc2C(=O)O)C1C (centres undefined),nt,0.5,-7,4,-0.8,-10,109,4,3,2
Cc1cc(C)n(-c2nc3ccccc3nc2Nc2ccc3c(c2)OCO3)n1,-3,0.1,4,3,-0.5,-4,98,-1,-8,1
Cn1cc(S(=O)(=O)NCc2ccc(Cl)cc2)c(=O)n(C)c1=O,-1,-2.2,0,1,-0.2,-2,99,2,4,3
COc1ccc(CNC(=O)COC(=O)c2ccc(C(=O)c3ccccc3)cc2)cc1,1,0.1,-4,-1,0.3,11,97,5,1,-2
Cc1ccc(OCCOC(=O)Cn2nc(C)c([N+](=O)[O-])c2C)cc1,1,-0.6,0,11,-2.1,9,101,-3,29,2
O=C(CCCN1C(=O)c2cccc3cccc(c23)C1=O)N1CCN(c2ncccn2)CC1,-1,-0.2,-1,3,-0.4,6,108,0,4,-1
Cc1sc2ncnc(NCC(O)c3ccc([N+](=O)[O-])cc3)c2c1C (centres undefined),-5,1.6,0,-4,0.7,6,101,-7,11,-7

# 3 structures already listed, ordered by SMILES length, ascending.
SMILES,Wnt act,C-LANA FP,Keap1 Nrf2 FP,OPRM1-OPRD1 inv,OPRM1-OPRD1 ag,Cardiac RTF inh,Pemphigus Ab inh,V-ATPase pH,Arr AP2 block,RTF Ca sens act
CC1CCCC(NC(=O)CSc2ncccc2C(=O)O)C1C (centres undefined),nt,0.5,-7,4,-0.8,-10,109,4,3,2
O=C(Cc1ccccc1)Nc1ccc(-c2nnc(-c3ccco3)o2)cc1,nt,0.7,1,-68,12,-3,90,0,0,1
O=C(CCCN1C(=O)c2cccc3cccc(c23)C1=O)N1CCN(c2ncccn2)CC1,-1,-0.2,-1,3,-0.4,6,108,0,4,-1

# Looked up above:
# `Cc1cc(C)n(-c2nc3ccccc3nc2Nc2ccc3c(c2)OCO3)n1` in OPRM1-OPRD1 inv shows 3
# `CN(C(=O)C1CCCO1)c1nnc(-c2ccncc2)s1` (centres undefined) in C-LANA FP shows -1.0
# `CC1CCCC(NC(=O)CSc2ncccc2C(=O)O)C1C` (centres undefined) in OPRM1-OPRD1 inv shows 4
# `COc1ccc(N=CC2=C(O)c3ccccc3C2=O)c(OC)c1` in C-LANA FP shows -1.8
# `CC1CCCN(Cc2c(O)ccc3c4c(c(=O)oc23)CCCC4)C1` (centres undefined) in Arr AP2 block shows -2
# `C=CCN(Cc1ccc(OC)c(OC)c1)C(=O)c1cc2cc(F)ccc2[nH]1` in OPRM1-OPRD1 inv shows -6

# Going on with the list:
SMILES,Wnt act,C-LANA FP,Keap1 Nrf2 FP,OPRM1-OPRD1 inv,OPRM1-OPRD1 ag,Cardiac RTF inh,Pemphigus Ab inh,V-ATPase pH,Arr AP2 block,RTF Ca sens act
Cc1cccn2c(=O)c(C=Nc3ccc(Cl)cc3)c(NCCO)nc12,-4,2.4,-6,9,-1.7,-5,105,-3,6,-2
CCOC(=O)C1=C(COC(=O)COc2ccc(OCC)cc2)NC(=O)NC1C (centres undefined),-3,-0.3,2,14,-2.5,-2,95,-3,16,0
COc1ccc(NC(=O)Cn2nnc(C(=O)NCc3ccccc3OC)c2N)cc1Cl,-6,0.2,4,12,-2.3,8,107,-3,7,-4
CCOC(=O)c1c(C)[nH]c(C(=O)OCC(=O)NC2(C#N)CCCCC2)c1C,-3,0.1,-4,9,-1.7,-10,97,-2,6,-3
C=CCNC(=O)N1CCc2[nH]c3ccc(F)cc3c2C1,2,6.4,3,7,-1.4,-14,96,0,-6,-2
CC(C[N+](C)(C)C)OC(=O)C1(c2ccccc2)CCCC1 (centres undefined),-2,11,-6,13,-2.5,-3,111,-4,28,0
O=C(C1COc2ccccc2O1)N1CCN(c2ccccc2)CC1 (centres undefined),nt,1.3,-5,11,-2.0,-8,90,0,19,1
Cc1ccccc1OCC(=O)Nc1ccc2[nH]ncc2c1,2,0.1,-3,8,-1.6,-7,97,-2,0,4
Nc1c(C(=O)O)nnn1Cc1ccccc1,nt,-1.3,-3,4,-0.9,-5,102,3,12,2
COc1ccc2c(c1)OC[C@H]1[C@H]2N2C(=O)CN(Cc3ccccc3)C(=O)[C@@]2(C)[C@H]1c1ccccc1,-6,5.4,-1,-7,1.2,-15,109,-6,9,8
CCC(CC)c1nnc(NC(=O)c2nc3nc(C)cc(C)n3n2)s1,nt,0.4,2,2,-0.4,-12,103,0,nt,9
O=C(/C=C/c1ccc([N+](=O)[O-])cc1)Nc1cccc(C(=O)Nc2ccccc2C(=O)O)c1,2,1.9,-2,-21,4.5,-4,196,2,11,-8

# An unsorted share of the library. Share with any hit: about 3.1%.
